NPR1 activator: GC-A (human) enzyme activation | P16066 | activation, % at 10 µM | hit rate 0.14% among 370,000 | HEK293 GC-A cells, cGMP TR-FRET, EC30 ANP; 0% at EC30 ANP, 100% saturating ANP; in the data active = activation above about 40%
GC-B act: GC-B (human) receptor activation. AID 1920062. HEK293-GC-B cells, CNP EC30, cGMP TR-FRET; 0% at EC30 CNP, 100% saturating CNP. P20594. hit rate 0.11% among 370,000. activation, % at 10 µM;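 active = activation at 10 µM reaching about 35% in either raw or pattern-adjusted values, limit read from the data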
hcDAF12 agonist: activators of H. contortus DAF-12 nuclear receptor; HEK293 hcDAF-12 lit1-tk-luc reporter, luminescence; 0% DMSO, 100% Δ7-dafachronic acid; activation, % at 6.8 µM; hit rate 1.4% among 370,000; AID 652067;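 active = activation above the mean of all tested compounds plus 3 SD, cut at about 5.5% in these data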;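 note: 100% = response to 3 µM Δ7-dafachronic acid high control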
hgDAF-12 ag: hgDAF-12 agonism, primary luciferase screen; HEK293 GAL4-hgDAF12 UAS-luciferase reporter, agonist luminescence; normalized to butyrate control; activation, % at 6.8 µM; hit rate 1.8% among 370,000; AID 687014;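 active = activation above a cutoff set at the mean of all screened compounds plus 3 SD, cut at about 10% in these data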;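 note: 0% = DMSO wells and 100% = sodium butyrate wells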
DAX1 inh-1: blocks DAX1 repression of SF-1 activated StAR promoter; hit rate 1.1% among 370,000; inhibition, % at 6.8 µM; HEK293T StAR-luciferase reporter, SF-1/DAX-1 repression relief; AID 652010;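 active = inhibition above the mean over all tested compounds plus 3 SD, cut at about 3.6% in these data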;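 note: 0% = DAX-1 cells with DMSO and 100% = cells lacking DAX-1 with DMSO; higher inhibition means more luminescence from relief of DAX-1 repression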
proKLK7 act: activators of human kallikrein-7 zymogen. purified proKLK7, EDANS-DABCYL substrate fluorescence; 100% is mature enzyme control, 0% vehicle. activation, % at 7 µM. hit rate 0.9% among 370,000. AID 652039;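 active = activation above the mean of all tested compounds plus 3 SD, computed per campaign excluding outliers beyond control limits, cut at about 13% in these data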
Target sequence (P49862 whole entry, looked up): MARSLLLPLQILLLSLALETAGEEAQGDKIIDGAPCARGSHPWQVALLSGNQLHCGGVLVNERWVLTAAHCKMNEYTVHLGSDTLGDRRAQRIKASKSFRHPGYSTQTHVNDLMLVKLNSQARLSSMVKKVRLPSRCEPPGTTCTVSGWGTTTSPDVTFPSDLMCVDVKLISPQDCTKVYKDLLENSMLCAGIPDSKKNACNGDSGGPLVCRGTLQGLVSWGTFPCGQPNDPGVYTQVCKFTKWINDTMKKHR
DAX1 inh-2: NR0B1 (DAX1) inhibition; P51843; HEK293 Gal4-DAX1 luciferase reporter, luminescence; inhibition, % at 6.75 µM; hit rate 0.99% among 340,000; AID 504766;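 active = inhibition above the mean over all tested compounds plus 3 SD, cut at about 4.2% in these data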;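 note: 0% = DAX1-transfected cells with DMSO and 100% = empty-vector control cells with DMSO; inhibition shows as a rise in luminescence from relieved DAX1 repression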
Target sequence (P51843 207-470 limits assumed): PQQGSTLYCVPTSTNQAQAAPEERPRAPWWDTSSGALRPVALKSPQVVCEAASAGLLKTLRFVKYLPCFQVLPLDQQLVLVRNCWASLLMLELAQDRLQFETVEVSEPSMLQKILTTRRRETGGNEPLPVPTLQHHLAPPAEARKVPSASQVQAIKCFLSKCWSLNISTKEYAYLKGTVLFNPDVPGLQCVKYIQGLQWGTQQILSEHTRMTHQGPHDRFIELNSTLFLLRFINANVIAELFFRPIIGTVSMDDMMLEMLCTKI
GAA850 FXN act: activators of GAA850 frataxin (FXN) promoter; HEK293 lucGAA850 FXN promoter luciferase reporter, 24 h; percent of 10 µM SAHA response; activation, % at 6 µM; hit rate 0.56% among 360,000; AID 540364;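 active = activation above the average of all compounds screened plus 3 SD, cutoff fixed separately per campaign, cut at about 7.5% in these data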;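 note: 0% = DMSO wells and 100% = 10 µM SAHA wells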
HGIII-sPLA2 inh: Blocks human group III sPLA2 activity; QFRET BODIPY PC-A2 liposome hydrolysis, fluorescence; inhibition, % at 12.2 µM; hit rate 0.56% among 370,000;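 active = inhibition above mean plus 3 SD of compounds lying within the high and low control bounds, cut at about 19% in these data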;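 note: 0% = median of test compound wells and 100% = no enzyme DMSO wells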
Target sequence (Q9NZ20 whole entry, looked up): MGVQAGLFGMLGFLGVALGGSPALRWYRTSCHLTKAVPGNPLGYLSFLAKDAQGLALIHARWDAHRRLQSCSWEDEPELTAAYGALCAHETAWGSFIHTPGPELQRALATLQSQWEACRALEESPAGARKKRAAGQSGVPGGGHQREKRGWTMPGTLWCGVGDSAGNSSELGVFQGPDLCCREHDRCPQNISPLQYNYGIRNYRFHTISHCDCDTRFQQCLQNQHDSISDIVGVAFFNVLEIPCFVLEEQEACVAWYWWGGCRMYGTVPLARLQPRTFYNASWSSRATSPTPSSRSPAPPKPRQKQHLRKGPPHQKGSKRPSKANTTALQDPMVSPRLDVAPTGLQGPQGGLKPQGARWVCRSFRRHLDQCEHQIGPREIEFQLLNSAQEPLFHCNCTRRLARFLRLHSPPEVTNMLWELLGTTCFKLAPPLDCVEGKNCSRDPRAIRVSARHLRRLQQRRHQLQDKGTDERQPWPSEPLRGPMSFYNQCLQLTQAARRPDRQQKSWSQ
SMARCA2 activ: activators of SMARCA2 function. MG213 cells, MMTV-luciferase reporter, dexamethasone, overnight. activation, % at 9.1 µM. hit rate 1% among 370,000. AID 652017; in the data active = activation above about 7.8%;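 note: 0% = vehicle wells and 100% = reference activator wells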
ssDAF12 agonist: S. stercoralis DAF-12 activation, primary screen. HEK293 ssDAF-12/GRIP1 lit1-tk-luc reporter, luminescence; % of 3 µM dafachronic acid response. activation, % at 6.8 µM. hit rate 1% among 370,000. AID 652126;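 active = activation above the mean over all tested compounds plus 3 SD, cut at about 0.9% in these data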;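 note: 0% = DMSO-only wells and 100% = 3 µM delta7-dafachronic acid wells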
The depositor's hits bear a star; . = no result given.

SMILES	NPR1 activator	GC-B act	hcDAF12 agonist	hgDAF-12 ag	DAX1 inh-1	proKLK7 act	DAX1 inh-2	GAA850 FXN act	HGIII-sPLA2 inh	SMARCA2 activ	ssDAF12 agonist
NNc1nc2c(-c3ccc(Cl)cc3)nnn2c2ccccc12	4	9	8.1*	9.9	2.2	0.8	5.8*	8.2*	6	8.4*	0.4
CC(C)COC(=O)Cn1cnc2ccc(Br)cc2c1=O	-4	-5	1.0	-0.3	0.0	0.0	1.6	0.8	-9	0	-0.8
O=C(O)COc1ccc(C(NC(=O)c2c(F)cccc2F)NC(=O)c2c(F)cccc2F)cc1	-4	10	2.0	-0.9	0.8	0.1	1.0	1.4	-1	-2	-1.1
CCCCNC(=S)NNC(=O)c1cc(C)on1	3	3	-0.9	-1.5	1.1	0.2	1.9	0.7	16	-1	-0.3
CCOc1ccc(C(=O)NCC(=O)OCC(=O)N2CCCC2)cc1	3	-1	0.8	1.6	0.8	0.1	0.3	-2.4	2	0	-0.2
CC(=O)N1CCc2cc(Br)cc(S(=O)(=O)N3CCCCC3)c21	-1	0	-1.7	-0.7	-0.1	0.3	-1.6	-0.4	2	-1	-0.7
C=C(C)c1cccc(C(C)(C)NC(=O)NCc2cccnc2)c1	-7	3	2.7	-3.1	-0.7	0.1	0.7	-2.4	-14	1	-2.0
Cc1ccc(C2c3sc(=O)[nH]c3SC3C4CC(C5C(=O)N(C(C)C(=O)O)C(=O)C45)C23)cc1 (stereo not given)	-1	3	0.5	0.5	-0.2	1.6	-0.7	2.7	-9	-2	-1.3
COc1ccc(-c2nnc(NC(=O)C3CCCN3S(=O)(=O)c3cccs3)o2)cc1 (stereo not given)	-3	-1	-0.1	4.8	-0.1	0.3	0.3	-2.5	14	0	-1.3
OC1O[C@H](c2ccc3c(c2)OCO3)[C@H]2CO[C@H](c3ccc4c(c3)OCO4)[C@@H]12 (stereo not given in full)	2	7	-1.6	1.9	-0.2	0.2	-0.7	0.6	0	0	-0.7
Cc1ccc(C(=O)NC(=S)NNC(=O)c2ccccc2O)cc1	-2	6	1.2	0.8	0.1	0.3	1.8	0.7	32*	0	-0.6
Nc1cc(=O)[nH]c(SCC(=O)NNC(=O)Cc2ccccc2)n1	1	-1	0.1	-0.5	-0.3	0.3	1.3	1.7	-1	1	-0.4
COc1ccc(C(=O)Nc2cccc3c2CCCC3)cc1	-2	5	-1.4	6.1	-1.6	0.3	-3.0	-3.6	-4	2	-0.7
CC(C)CC(NC(=O)CCC(=O)OCC(=O)[C@@]1(O)CCC2[C@@H]3CCC4=CC(=O)C=C[C@]4(C)C3[C@@H](O)C[C@@]21C)C(=O)O (stereo not given in full)	5	-2	-1.4	-5.5	0.3	-0.4	1.4	2.9	2	-2	-1.1
CCOc1ccc(C(=O)NCCN2CCCC2)cc1	4	4	-0.5	6.7	0.0	-0.3	0.5	1.2	2	2	-1.1
O=C(NCCCCCCNC(=O)c1cccs1)c1cccs1	-1	-5	-0.4	-0.2	0.1	-0.2	0.5	0.6	0	2	0.1
Cc1cc(C(=O)N/N=C/c2ccncc2)c2ccccc2n1	1	1	-1.4	0.3	0.2	-0.2	2.6	0.0	2	-3	-1.1
CC(C)c1ccccc1NC(=O)Nc1nnc([C@H]2C[C@H](O)[C@@H](CO)O2)s1	1	5	-1.4	-1.6	-1.0	-0.7	.	0.6	9	-4	-1.1
CC(=NOC(=O)c1ccc(I)cc1)c1nccs1	-7	-3	-1.2	-0.9	1.7	-0.1	.	0.1	3	-7	-0.9
CCn1c(SCC(=O)N/N=C/c2ccc(OC)c(OC)c2)nc2ccccc21	1	-1	-2.6	1.2	-0.3	-0.1	0.0	2.2	-11	0	-2.1
Cc1cc(N2CCN(C)CC2)nc2ccc(NC(=O)CCC(=O)NCCc3ccc(Cl)cc3)cc12	-1	1	0.4	-0.4	0.1	0.1	-1.7	3.0	-5	0	-1.4
COCC(=O)N1CCC(Oc2ccc(C(=O)N[C@H](C(=O)OC)C(C)C)cc2)CC1	2	4	-1.9	0.3	-0.7	0.9	-0.3	0.1	2	-1	-0.6
COc1ccc2oc(=O)c(C(=O)OCc3ccccc3)cc2c1	5	1	-1.0	-2.4	0.0	-13	0.8	0.9	-3	1	-1.3
O=C(c1ccccc1)N1C(=O)C(c2ccccc2)Oc2ccccc21 (stereo not given)	4	-1	0.5	0.6	0.0	0.1	-1.0	-0.3	-2	-3	-1.6

Shown as labelled records: 2 of the compounds above.
structure: CC(=NOC(=O)c1ccc(I)cc1)c1nccs1
- NPR1 activator: -7
- GC-B act: -3
- hcDAF12 agonist: -1.2
- hgDAF-12 ag: -0.9
- DAX1 inh-1: 1.7
- proKLK7 act: -0.1
- DAX1 inh-2: .
- GAA850 FXN act: 0.1
- HGIII-sPLA2 inh: 3
- SMARCA2 activ: -7
- ssDAF12 agonist: -0.9
structure: CCn1c(SCC(=O)N/N=C/c2ccc(OC)c(OC)c2)nc2ccccc21
- NPR1 activator: 1
- GC-B act: -1
- hcDAF12 agonist: -2.6
- hgDAF-12 ag: 1.2
- DAX1 inh-1: -0.3
- proKLK7 act: -0.1
- DAX1 inh-2: 0.0
- GAA850 FXN act: 2.2
- HGIII-sPLA2 inh: -11
- SMARCA2 activ: 0
- ssDAF12 agonist: -2.1

(continued)
SMILES	NPR1 activator	GC-B act	hcDAF12 agonist	hgDAF-12 ag	DAX1 inh-1	proKLK7 act	DAX1 inh-2	GAA850 FXN act	HGIII-sPLA2 inh	SMARCA2 activ	ssDAF12 agonist
Nc1nnc(SCCN2C(=O)c3ccccc3C2=O)s1	-3	-2	0.2	-3.0	0.4	-0.3	0.2	-1.6	5	-3	-1.6
CCOC(=O)Cn1nc(C)cc1NC(=O)c1cc(OC)c(OC)c(OC)c1	-2	4	-1.5	4.1	0.2	-0.4	1.2	0.5	15	-2	-1.3
O=C(CC(c1ccco1)S(=O)(=O)c1ccccc1)c1ccccc1 (stereo not given)	17	4	0.5	3.0	0.0	-1.8	2.8	-1.5	0	3	-1.6
Cn1cc([C@]2(O)C(=O)Nc3ccc(OC(F)(F)F)cc32)c2ccccc21	-3	-4	0.0	-0.2	-0.5	1.9	.	.	-19	-2	-0.7
C=CCn1c(=O)c2ccccc2n2c(SCC(=O)O)nnc12	4	-4	2.5	0.7	0.5	0.7	0.4	1.5	4	-1	-1.1
OCCCNc1ncnc2c1ncn2[C@H]1CN(C2CCCC2)C[C@@H](CO)O1	5	2	-0.9	-5.7	-0.1	0.3	.	-0.7	12	-1	-1.6
COc1ccc(Cl)cc1C(=O)Nc1ccc(S(N)(=O)=O)cc1	0	4	0.5	1.5	-0.8	0.2	0.7	0.9	-4	2	-0.8
COc1cc(C(C)=O)ccc1OCC(O)Cn1nc(C)c(C(C)=O)c1C (stereo not given)	6	4	-1.8	-1.9	0.1	0.7	0.9	1.9	0	-2	-1.0
Cc1ccc(OCCn2cc(/C=C(\C#N)C(=O)NCC3CCCO3)c3ccccc32)cc1 (stereo not given)	-12	-12	-5.1	-3.1	-1.4	-6.6	-0.8	1.9	-27	-3	-2.0
CCOC(=O)c1cnc2ccc(C)cc2c1NCCN1CCOCC1	4	-2	-1.7	1.5	0.2	-0.8	0.5	0.7	-1	-1	-1.3
COc1ccccc1C(=O)Nc1ccc(S(=O)(=O)Nc2nccs2)cc1	-3	1	-0.8	-1.8	0.2	0.3	-0.6	-0.6	-14	-2	-1.1
COc1ccc(S(=O)(=O)Nc2ccc(CC#N)cc2)cc1	-3	0	0.2	1.9	-0.8	0.4	-0.6	1.0	-3	0	-0.4
CS(=O)(=O)N1CCC(C(=O)Nc2ccc(C(N)=O)cc2)CC1	3	-1	-0.6	1.1	0.1	0.3	1.4	0.5	0	-2	-1.5
C[C@@H]1CN([C@@H](C)CO)C(=O)c2cc(-c3ccccc3F)cnc2O[C@H]1CN(C)Cc1cccc(F)c1	3	3	-0.3	-1.3	-1.1	1.0	1.1	-1.5	-12	-3	-1.3
CCCC(=O)NCc1cc(-c2nn(C)c(=O)c3ccccc23)ccc1C	-3	1	-1.6	2.4	0.3	0.2	-0.2	-1.4	0	-3	-0.9
CC1CN(S(=O)(=O)c2ccc(C(=O)N(CCCN(C)C)c3nc4cc5c(cc4s3)OCCO5)cc2)CC(C)O1 (stereo not given)	-1	3	1.1	3.1	2.1	-1.4	-0.8	1.3	-9	1	-0.8
COc1ccc(C(=O)N/C(=C\c2ccc(SC)cc2)C(=O)NCCCn2ccnc2)cc1OC	-8	10	-1.5	-0.4	-0.4	1.2	0.6	-0.1	0	1	-1.3
OC1c2cc(Br)ccc2N=C2CCCCCN21 (stereo not given)	-15	-7	1.7	6.7	3.3	0.9	.	1.2	20*	-4	-0.5
COc1ccc(CN2CC(=O)N(c3ccccc3OC)C2=S)cc1OC	6	1	-2.5	-2.5	-0.2	-0.2	-1.1	2.2	-43	5	-1.5
COc1ccc(N2CCN(C(=O)c3ccc4c(=O)n(Cc5ccc6c(c5)OCO6)c(=O)[nH]c4c3)CC2)cc1	2	3	1.3	0.8	-0.1	-0.8	0.2	0.3	-1	0	-1.1
FC(F)(F)c1cc(Cl)c2nc(-c3ccc(Cl)cc3)c(Cc3ccccc3)n2c1	9	13	-0.4	2.6	0.4	0.4	.	.	-7	3	-0.8
COc1cc(/C=N/NC(=O)c2cc(-c3ccco3)nc3ccccc23)cc(OC)c1O	-7	-4	5.3	5.1	0.5	1.6	0.9	1.4	3	-4	-1.1
COC(=O)[C@@H](NC(=O)/C=C/c1ccc(OC)cc1)C(C)C	0	1	-1.1	0.9	0.3	-0.6	-0.7	0.6	0	2	-2.1
CC1CCCCC1NC(=O)COC(=O)c1cccn1C (stereo not given)	-5	-9	-2.1	0.6	0.8	-0.1	0.4	1.4	12	-1	-0.9
Cn1c(=O)c2c(nc(SCC(=O)NCC3CCCO3)n2C)n(C)c1=O (stereo not given)	4	-5	-0.8	-2.6	0.7	0.2	-1.5	-0.8	0	1	-1.8
COCCn1c(SCC(=O)Nc2nnc(C)s2)nnc1-c1ccoc1C	6	-4	-0.1	2.6	0.8	-0.3	0.7	-1.9	-2	-2	-1.8
Cn1c(=O)c2ccccc2n(CC(=O)N2CCCc3ccccc32)c1=O	-1	-1	-2.0	-0.2	-0.6	0.8	0.5	1.1	-1	-3	-1.1
NC(=O)CSc1nc(O)cc(=O)n1-c1ccccc1	-1	4	-0.5	1.4	0.5	-0.3	0.0	-2.5	3	-2	-1.1
Cc1cc(C)cc(OCC(=O)OCC(=O)Nc2cc(S(=O)(=O)N3CCOCC3)ccc2C)c1	-8	-7	-1.5	0.3	-3.0	-0.5	3.8	2.0	0	6	-1.4
N#Cc1c(NC(=O)c2cnn3cccnc23)sc2c1CCCC2	-3	-8	-0.3	1.8	0.7	-0.2	0.7	2.4	11	-1	-1.3
O=C(Nc1nc(-c2ccccc2)ns1)c1ccncc1	6	4	-0.3	2.1	-0.5	0.8	8.4*	-0.7	0	3	-0.2
Cc1ccc2nc3ccc(N4CCCC4)nn3c(=O)c2c1	3	-5	0.2	8.0	1.2	3.4	0.3	5.0	3	3	-0.7
Cc1cccc(NC(=O)CSc2nccn2C)c1	-6	1	2.3	-0.5	0.2	-0.3	1.4	0.9	-4	3	-0.1

Screens: PubChem BioAssay, several laboratories
